# ABCB6 inh MLPCN: human ABCB6 transporter inhibition; Q9NP58; K562-ABCB6 porphyrin accumulation, flow cytometry, 1 h; hits give low values; fluorescence ratio to DMSO, % at 10 µM; 360,000 tested, 0.19% active; AID 602162;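 active = fluorescence ratio to DMSO below 75%, the collection mean minus 3 SD; inconclusive = too few cells collected in the well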;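 also: signal is porphyrin accumulated inside mitochondria; 100% equals median channel fluorescence of DMSO control wells; lower ratio means ABCB6 inhibition with less porphyrin fluorescence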
# aDG glyco up: increases alpha dystroglycan glycosylation | Pro5-aDG cells, alpha-DG glycosylation AlphaScreen (IIH6); 0% Pro5, 100% B10-LARGE cell signal | 360,000 tested, 0.22% active | activation, % at 10 µM;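 active = activation of at least 8% versus controls, or a plate z-score of at least 8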;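 also: Pro5 are CHO cells carrying HIG-tagged alpha-DG that lacks glycosylation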
# Vif inh: inhibitors of HIV Vif; HEK293T cells, Vif self-association by quenched fluorescence, imaging, 24 h; inhibition, % at 7.49 µM; 340,000 tested, 0.35% active; in the data active = inhibition above about 50%, passing the limit was not always enough; inconclusive = no clear call, values can overlap the other calls; inactive = below about 31%; also: some results filed as inactive read as strong as hits
# Granule exo inh: lytic granule exocytosis inhibition; TALL-104 LAMP-1 surface exposure, flow cytometry; cells stimulated with thapsigargin and PMA; inhibition, % at 10 µM; 360,000 tested, 0.66% active;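 active = inhibition above about 55%, limit read from the data; inconclusive = no clear call, values can overlap the other calls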
# MC4R antagonist: human MC4R antagonism in cAMP assay. inhibition, % at 6.5 µM. AID 540295. MC4R-expressing cells, MTII-stimulated cAMP, LANCE TR-FRET. 360,000 tested, 0.48% active. P32245;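 active = inhibition above its plate's cutoff, the mean of tested wells on that plate plus 3 SD, cut at about 29% in these data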;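 also: 0% = Melanotan II alone and 100% = Melanotan II plus saturating MCL0020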
# Target sequence (P32245 whole entry, looked up): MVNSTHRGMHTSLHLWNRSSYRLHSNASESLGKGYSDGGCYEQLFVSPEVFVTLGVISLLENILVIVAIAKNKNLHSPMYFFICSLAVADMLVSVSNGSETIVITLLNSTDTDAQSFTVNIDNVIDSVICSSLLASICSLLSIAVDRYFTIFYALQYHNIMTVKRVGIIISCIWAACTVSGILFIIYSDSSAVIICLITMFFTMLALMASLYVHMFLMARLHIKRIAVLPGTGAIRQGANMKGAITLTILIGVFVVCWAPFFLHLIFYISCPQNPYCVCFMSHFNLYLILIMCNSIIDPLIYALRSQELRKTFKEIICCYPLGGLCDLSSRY
#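 Assay system: U2OS-MC4R stable cell line; Also added: Melanotan II; Technique: Eu-cAMP/anti-cAMP TR-FRET, emission 671 nm; Times: 30-min compound, 1-h challenge, 1-h detection, room temperature.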
# TLR9-MyD88 inh: blocks human TLR9 binding to MyD88. Q9NR96+Q99836. CHO BLA complementation TLR9-MyD88, CCF4 FRET ratio. inhibition, % at 4.98 µM. 340,000 tested, 0.21% active. AID 504734;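 active = inhibition above the mean over all tested compounds plus 3 SD, cut at about 21% in these data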;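 also: 0% = DMSO only wells and 100% = clavulanate BLA inhibitor control wells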
# ABHD5-PLIN5 inh: inhibitors of human ABHD5-perilipin-5 interaction. 360,000 tested, 0.78% active. Split G. princeps luciferase complementation, luminescence, 4 h. inhibition, % at 4 µM. Q00G26+Q8WTS1;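 active = inhibition above the mean inhibition across every tested compound plus 3 SD, cut at about 22% in these data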;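 also: 0% = DMSO only wells and the 100% control is not disclosed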
# Glyco luc inh: N-linked glycosylation inhibition; 360,000 tested, 0.23% active; AID 588692; reporter increase, % at 12.5 µM; D54 ERlucT glycosylation luciferase reporter, 24 h; percent of 100 nM tunicamycin response;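 active = mean luciferase reporter signal, scaled so untreated is 0 and the glycosylation-blocking control 100, at or above a set limit in every replicate; inconclusive = mean reaches the limit but not every replicate does; inactive = mean below the limit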;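 also: luciferase carries N-glycosylation sites so blocking glycosylation raises the light; 0% = median of neutral control wells and 100% = median of 100 nM tunicamycin wells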
# MC4R ag barr: human MC4R agonism via beta-arrestin; P32245; 360,000 tested, 0.98% active; activation, % at 8.9 µM; U2OS MC4R beta-arrestin complementation, luminescence; percent of melanotan II response, DMSO zero;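 active = activation above a per-plate cutoff, the mean activation of sample wells on that plate plus 3 SD, cut at about 8% in these data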
# NOD2-RIPK2 inh: inhibitors of human NOD2-RIPK2 interaction; inhibition, % at 4.98 µM; 360,000 tested, 0.38% active; O43353; AID 624267; CHO BLA complementation NOD2-RIPK2, CCF4 ratio; in the data active = inhibition above about 21%;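 also: 0% = vehicle only and 100% = reference blocker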
# Target sequence (O43353 whole entry, looked up): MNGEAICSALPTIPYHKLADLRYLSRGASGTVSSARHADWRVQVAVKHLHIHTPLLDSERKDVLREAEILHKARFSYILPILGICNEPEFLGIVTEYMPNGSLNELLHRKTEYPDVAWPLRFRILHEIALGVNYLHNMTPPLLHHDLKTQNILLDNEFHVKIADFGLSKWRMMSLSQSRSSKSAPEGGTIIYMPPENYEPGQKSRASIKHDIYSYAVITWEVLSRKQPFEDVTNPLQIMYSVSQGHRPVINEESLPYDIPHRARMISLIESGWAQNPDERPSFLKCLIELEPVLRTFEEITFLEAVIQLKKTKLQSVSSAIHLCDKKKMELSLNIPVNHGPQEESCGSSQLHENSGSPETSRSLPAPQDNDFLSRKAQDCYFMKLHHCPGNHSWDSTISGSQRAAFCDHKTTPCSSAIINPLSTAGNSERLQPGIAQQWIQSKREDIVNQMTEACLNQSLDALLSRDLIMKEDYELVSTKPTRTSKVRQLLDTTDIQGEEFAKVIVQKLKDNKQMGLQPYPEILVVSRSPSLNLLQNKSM
# * = called active by the depositor; ? = inconclusive; . = no result given. Only part of the results is shown (hit frequency here may not be typical).
SMILES,ABCB6 inh MLPCN,aDG glyco up,Vif inh,Granule exo inh,MC4R antagonist,TLR9-MyD88 inh,ABHD5-PLIN5 inh,Glyco luc inh,MC4R ag barr,NOD2-RIPK2 inh
Cc1cc(C(F)(F)F)c2c(C)nn(-c3ccccc3)c2n1,98.0,-0.1,3.8,-2.7,-8.5,8.4,8.0,2.6,-1.0,-4.7
Cc1cc(Br)c(NC(=O)CN2C(=O)NC3(CCOc4ccccc43)C2=O)c(Br)c1 (stereo unspecified),97.0,0.0,.,1.3,1.9,-0.1,-0.2,-1.9,-1.3,-6.5
CCOC(=O)c1c(CNc2ccncc2)n(C)c2cc(Br)c(O)cc12,96.0,0.1,-0.6,-1.1,-1.9,-2.4,6.2,4.4,-2.7,-4.2
Cc1ccccc1OCC(=O)NN1C(=O)C2C3C=CC(O3)C2C1=O (stereo unspecified),86.0,0.6,-2.4,2.5,-11.1,2.9,12.7,1.2,4.7,-4.5
COC(=O)c1cc(C#N)c(OC(C)C)nc1C,94.0,-0.2,-3.4,-0.7,-1.3,10.9,4.2,1.7,-0.2,0.9
COC(=O)c1cc(S(=O)(=O)Nc2nn(C)c3ccccc23)oc1C,101.0,-0.1,-0.8,-0.6,22.1,-6.6,0.1,2.1,0.5,2.8
O=C(c1cccc(C(F)(F)F)c1)N1CCN(S(=O)(=O)c2ccc(Cl)s2)CC1,99.0,-0.4,6.2,0.3,7.9,-3.4,-5.5,-3.1,-3.0,4.7
CN1C(=O)/C(=C\c2ccco2)N=C1c1ccc(Cl)cc1Cl,102.0,0.2,-1.8,1.5,-3.9,12.2,0.4,0.8,-1.1,1.9
CC1CCN(S(=O)(=O)c2nnc(NC(=O)COc3ccccc3F)s2)CC1,100.0,-0.2,-0.6,-2.6,-4.0,8.0,-4.8,1.3,1.9,0.9
CCCN(C(=O)c1nc2nc(C)cc(C)n2n1)c1c(N)n(Cc2ccccc2)c(=O)[nH]c1=O,95.0,0.2,25.2,0.0,0.6,0.7,3.5,1.2,-0.8,-5.8
Cc1nnc(SCC(=O)Nc2ccc(F)cc2)n(N)c1=O,99.0,-0.1,19.8,4.3,7.6,0.6,-0.6,1.2,-3.1,4.4
CCN1CCN(C(=S)c2ccc(SC)cc2)CC1,95.0,-0.2,4.7,-1.3,8.7,-3.8,-0.9,0.1,0.5,3.5
Cn1c2cc(C#N)sc2c2cnn(Cc3ccc(F)cc3)c(=O)c21,100.0,0.0,.,1.0,24.2,-7.8,-11.9,-3.2,-0.2,4.7
COc1cc(C(=O)N/N=C/c2ccccn2)cc(OC)c1OC,91.0,0.0,-2.3,-0.8,-14.9,5.2,-6.4,?,-1.7,7.4
CCOc1ccc(NS(=O)(=O)c2ccc(C(=O)NCC(C)(C)N3CCOCC3)cc2)cc1,90.0,-0.1,-15.7,1.4,7.4,5.4,-5.3,-1.2,-3.0,9.3
[O-][n+]1onc2c1CCc1nnccc1-2,99.0,0.1,.,2.7,4.2,6.7,-6.3,2.6,0.6,4.2
COc1ccc(C(=O)C(C)OC(=O)c2cccc(S(=O)(=O)Nc3cc(Cl)c(OC)cc3OC)c2)cc1 (stereo unspecified),97.0,2.2,-6.9,2.3,16.0,6.5,12.1,2.0,0.4,-21.0
O=C(CN1CCN(S(=O)(=O)c2ccc(F)cc2)CC1)Nc1ccccc1F,103.0,0.0,5.4,-0.2,17.5,3.9,0.1,-2.2,0.5,5.0
O=C1CCc2cc(S(=O)(=O)NCc3ccccc3Cl)ccc2N1,100.0,0.1,-4.5,0.7,-0.5,3.5,0.6,1.1,-1.3,-1.4
Cc1ccc(Nc2cccc(C(F)(F)F)c2)nn1,98.0,0.1,-7.8,-15.6,-4.4,2.9,1.7,-0.1,-1.5,-2.5
Cc1nc2sc(C(N)=O)c(N)c2c(C)c1CC(=O)c1ccccc1,92.0,1.1,-27.8,-3.5,10.2,-8.6,-9.3,-9.8,0.9,-5.0
Cc1ccc(S(=O)(=O)N2[C@@H](c3cccc(Cl)c3)C(C(=O)O)=CC[C@H]2c2cccs2)cc1,98.0,0.2,.,-1.8,5.7,-1.5,3.3,0.5,-0.1,-5.2
CCOC(=O)Cc1csc(NS(=O)(=O)c2ccc(NC(C)=O)cc2)n1,102.0,-0.1,3.8,-1.6,20.2,-6.2,-3.8,1.3,0.3,8.2
COc1ccc(C(=O)COC(=O)[C@H](C)NS(=O)(=O)c2ccc(NC(C)=O)cc2)cc1OC,102.0,-0.2,-27.2,-13.2,13.2,-0.4,-0.7,1.6,0.5,-7.8

# Results in Granule exo inh, MC4R antagonist and Vif inh, for some of the entries so far:
Molecule | Granule exo inh | MC4R antagonist | Vif inh
Cc1ccc(Nc2cccc(C(F)(F)F)c2)nn1 | -15.6 | -4.4 | -7.8
[O-][n+]1onc2c1CCc1nnccc1-2 | 2.7 | 4.2 | .

# More structures.
SMILES,ABCB6 inh MLPCN,aDG glyco up,Vif inh,Granule exo inh,MC4R antagonist,TLR9-MyD88 inh,ABHD5-PLIN5 inh,Glyco luc inh,MC4R ag barr,NOD2-RIPK2 inh
CN(CC(=O)Nc1cccc(F)c1)C(=O)c1ccc(N2CCOCC2)c([N+](=O)[O-])c1,93.0,-0.1,-0.6,0.3,6.8,1.1,-2.0,1.1,-3.2,-4.0
CC(=O)Nc1ccc(S(=O)(=O)NNC(=O)c2cccc3ccccc23)cc1,104.0,-0.2,12.8,3.2,5.5,-10.5,7.8,0.3,-0.5,-8.9
O=C(COc1ncnc2ccccc12)Nc1cccc(S(=O)(=O)N2CCOCC2)c1,99.0,-0.1,2.3,-1.6,-5.0,-5.6,3.4,-0.9,0.1,5.6
COC(=O)c1c(C)[nH]c(C(=O)C(C)OC(=O)c2ccco2)c1C (stereo unspecified),94.0,1.1,20.4,0.1,5.8,9.8,8.9,1.6,0.3,-10.5
CCOC(=O)COc1coc(CN2CCN(c3ccccc3)CC2)cc1=O,95.0,-0.2,-3.3,-3.8,-0.8,-4.4,-3.6,3.0,-0.3,-10.2
Cn1cnnc1SCC(=O)Nc1ccccc1Sc1ccccc1,101.0,0.0,-2.8,-2.7,0.9,7.0,2.2,1.4,-1.0,-1.5
Cc1c(/C=N/N=C2\CCC3C4CCc5cc(O)ccc5C4CCC23C)cnn1C (stereo unspecified),96.0,1.2,18.0,2.0,6.8,-15.6,-5.1,0.5,2.2,-16.3
O=C(c1cccc(F)c1)N1CCC2(CC1)NCCc1[nH]cnc12,98.0,0.0,3.7,-2.3,-5.0,17.3,-3.8,3.6,-0.5,10.4
CCOC(=O)[C@]12CCC=C1N(Cc1ccc(Cl)cc1Cl)C(=O)[C@H](CC(=O)N1CCSCC1)C2,88.0,-0.3,.,-6.9,.,.,4.1,.,.,-5.4
COc1cccc(CNC(=O)C2CCN(S(=O)(=O)c3cccc4cccnc34)CC2)c1,105.0,0.0,2.7,-5.7,9.8,-3.0,2.6,-0.9,-1.3,-3.6
CSc1ncccc1C(=O)OCC(=O)N1CCc2ccccc21,102.0,-0.2,4.6,3.4,-5.5,2.4,0.7,2.2,-2.2,4.2
CCOc1ccc(-c2cc(N3C(=O)Nc4ccccc4N3O)n[nH]2)cc1,106.0,0.2,-0.1,-4.0,8.5,7.6,-1.2,6.2,-0.7,-12.2
S=C(Nc1ccccc1Cl)N(CCN1CCCCC1)Cc1ccco1,98.0,0.2,3.5,-2.0,2.3,-13.0,2.3,3.5,-2.5,-16.8
O=C(c1ccco1)N1N=C(c2ccc(Br)cc2)CC1(O)C(F)(F)F (stereo unspecified),98.0,-0.2,-2.2,-0.5,-3.1,-0.3,-2.5,-2.7,1.8,-0.3
CCC1C/C(=C\c2cccnc2)C(=O)/C(=C/c2cccnc2)C1 (stereo unspecified),100.0,-0.2,37.9,-2.0,11.3,8.4,90.5*,-26.0,-2.2,10.8
COc1ccc2c(c1)C=C(CN1CCC(CO)(CCc3ccccc3)CC1)CO2,113.0,-0.2,24.2,6.3,0.9,1.1,-1.6,1.5,-1.9,4.2
COc1cccc(NC(=O)CNC(=O)N2CC(=O)Nc3ccccc32)c1,103.0,-0.2,-1.5,-18.1,16.6,1.0,-0.7,7.0,0.2,-7.5
O=C(CSc1nnc(-c2ccco2)o1)N1CCN(c2ccccc2)CC1,101.0,0.2,4.8,5.5,-5.9,3.8,9.0,0.1,0.4,0.8
COc1ccc(CN2CCC(CO)(Cc3ccccc3C(F)(F)F)CC2)c(F)c1,102.0,0.3,0.4,-1.1,2.2,0.0,-1.3,0.4,3.2,0.6
CCCC[C@@H]1CN=C(N)N1CC(C)(C)C,98.0,-0.1,.,32.9,9.8,-3.1,-1.9,1.2,0.0,-5.1
O=C(COC(=O)c1ccc(F)cc1)NCCCc1ccccc1,88.0,0.1,1.5,-7.3,4.1,7.8,1.9,-0.7,-0.5,-3.2
Cc1cc(NC(=O)c2sc(Nc3cccc(C(F)(F)F)c3)nc2N)no1,94.0,0.1,-6.5,4.6,7.6,2.8,-8.6,5.4,0.1,-3.1
O=C(NCCOc1ccccc1)C(=O)NCC1CCCO1 (stereo unspecified),95.0,-0.2,9.2,9.8,4.8,8.3,3.3,1.9,-1.2,-6.4
COC(=O)c1cccc(NC(=O)CSc2nncn2-c2ccccn2)c1,104.0,0.0,-3.5,18.5,15.5,0.0,-3.2,2.4,1.0,-12.9
COC(=O)c1cccc(NC(=O)CN2CCN(c3ccc(OC)cc3)CC2)c1,96.0,0.7,-1.6,8.8,1.1,-1.4,6.8,1.9,5.0,0.0
Cc1cc(NC(=O)CSc2nc3c(cnn3-c3cccc(Cl)c3)c(=O)[nH]2)no1,96.0,0.1,2.5,8.9,5.1,-1.8,3.2,3.0,-2.2,-11.1
CCOC(=O)Cn1nc(/C=C/c2ccc(C(C)C)cc2)ccc1=O,98.0,0.7,-3.9,3.5,-4.0,-9.0,1.2,0.0,-0.4,9.5
COc1ccc(-c2nn(-c3ccccc3)cc2CNCc2cccnc2)c(F)c1,95.0,0.0,-9.2,-0.7,25.8,-0.7,-0.3,-0.6,-0.1,-2.7
O=C(Nc1ccc(C(=O)N2CCC(O)(c3ccc(Cl)c(C(F)(F)F)c3)CC2)cc1)c1ccc(Br)o1,99.0,1.2,2.1,2.9,6.0,-16.3,-1.2,-3.4,-0.5,-7.8
OCCN(Cc1ccccc1)Cc1ccc(Cl)cc1,101.0,0.2,-1.3,5.7,13.6,4.2,-4.6,-1.4,4.2,1.3
Cc1nn(C)c(C)c1S(=O)(=O)N1CCC(C(=O)NC(C)c2ccccc2)CC1 (stereo unspecified),98.0,-0.1,14.2,-0.2,-0.6,-0.2,0.1,0.5,0.4,-7.5
CC(=O)Nc1ccc(NC(=O)C2Cc3c(-c4ccco4)ccnc3O2)cc1 (stereo unspecified),100.0,-0.1,-8.9,-2.5,4.9,.,3.1,-1.2,0.4,-1.2

# Compound activity deposited in PubChem BioAssay by several laboratories.
